# Screens (PubChem)
# Scp1 inh: Scp-1 (human) phosphatase inhibition. Q9GZU7. Recombinant Scp1, phosphopeptide, malachite green phosphate absorbance. inhibition, % at 20 µM. 340,000 compounds, 0.88% hits. AID 493091;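 active = inhibition above about 50% at 20 µM, limit read from the data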;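 note: plate controls were DMSO wells with enzyme for no effect and wells lacking enzyme for full effect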
# Target sequence (Q9GZU7 76-261 limits assumed): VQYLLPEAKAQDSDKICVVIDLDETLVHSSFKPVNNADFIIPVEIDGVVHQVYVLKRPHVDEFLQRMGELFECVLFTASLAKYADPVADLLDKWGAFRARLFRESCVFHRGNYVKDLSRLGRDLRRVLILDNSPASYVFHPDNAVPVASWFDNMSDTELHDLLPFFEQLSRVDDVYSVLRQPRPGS
#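 Test system: SCP-1 phosphatase catalytic domain, residues 76-261 | Compound dosing: One concentration, 20 µM, with 1.0% DMSO | Schedule: 45 min room-temperature reaction, 5 min colour, 30 min stabiliser | Detection: Absorbance at 630 nm | Read-out basis: % inhibition of SCP-1 phosphate liberation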
# Neddyl block: cullin neddylation inhibition | TR-FRET cullin neddylation, biochemical | calls only at 25 µM | 360,000 compounds, 0.58% hits; in the data active = inhibition above about 36%
# STEP inh: inhibitors of human striatal-enriched phosphatase STEP; P54829; 360,000 compounds, 0.25% hits; recombinant STEP, OMFP fluorogenic substrate, fluorescence; inhibition, % at 20 µM;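 active = inhibition at 20 µM, scaled per plate between control wells, above about 37%, limit read from the data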;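 note: 0% = DMSO with enzyme and substrate and 100% = substrate only without enzyme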
# Target sequence (P54829 whole entry, looked up): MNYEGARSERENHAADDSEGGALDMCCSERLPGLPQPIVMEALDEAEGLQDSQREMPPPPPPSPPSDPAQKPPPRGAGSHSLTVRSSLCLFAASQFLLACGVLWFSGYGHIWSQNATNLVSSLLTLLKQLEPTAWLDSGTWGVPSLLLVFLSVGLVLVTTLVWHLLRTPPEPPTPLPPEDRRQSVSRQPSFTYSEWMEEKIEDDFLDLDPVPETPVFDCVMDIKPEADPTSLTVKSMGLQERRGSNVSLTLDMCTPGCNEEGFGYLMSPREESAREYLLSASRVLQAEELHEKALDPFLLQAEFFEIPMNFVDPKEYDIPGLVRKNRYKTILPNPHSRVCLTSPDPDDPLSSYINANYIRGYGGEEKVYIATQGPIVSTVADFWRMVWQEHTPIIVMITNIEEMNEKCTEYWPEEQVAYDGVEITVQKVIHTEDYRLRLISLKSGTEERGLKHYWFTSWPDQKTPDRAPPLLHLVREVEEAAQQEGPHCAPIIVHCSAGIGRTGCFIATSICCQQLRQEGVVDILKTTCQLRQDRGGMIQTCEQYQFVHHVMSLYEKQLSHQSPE
#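 Test system: STEP tyrosine phosphatase / Reagent: OMFP at 25 µM / Doses: 20 µM, 1% DMSO / Read-out: percent inhibition scaled to no-enzyme and uninhibited-enzyme controls, plate-pattern corrected / Detection: FITC-channel fluorescence of OMFP product / Medium: Bis-Tris buffer pH 6.0, 2.5 mM DTT, 0.005% Tween 20 / Schedule: 20 min at room temperature, dark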
# Rin1 Abl inh: human Rin1-Abl interaction inhibition. TR-FRET Rin1/Abl binding, biochemical. inhibition, % at 7.35 µM. 360,000 compounds, 0.4% hits. AID 588664; in the data active = inhibition above about 5%, passing the limit was not always enough
# DNMT1 inh: blocks human DNA methyltransferase DNMT1 | DNMT1 molecular beacon, Hinp1I cleavage, fluorescence | AID 588458 | inhibition (reported as % activation of signal), % at 10 µM | 360,000 compounds, 0.83% hits | P26358; in the data active = inhibition above about 50%
# LMPTP block: LMPTP (human) inhibition; recombinant LMPTP-A, OMFP fluorogenic substrate, fluorescence intensity; inhibition, % at 20 µM; P24666; 360,000 compounds, 0.22% hits;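 active = compounds that cut the enzyme signal by at least half of the control window in the single-dose screen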;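 note: plate controls were DMSO wells with enzyme plus substrate for no effect and substrate without enzyme for full effect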
#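 Test system: LMPTP-A phosphatase enzyme. Amount: LMPTP-A at 0.625 nM final in the reaction. Reagent: OMFP substrate, 400 µM final. Times: 50 min at room temperature. Signal: endpoint fluorescence intensity from OMFP dephosphorylation. Read-out basis: % inhibition. Benchmarks: no-enzyme and uninhibited controls.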
# CSN deneddyl inh: CSN deneddylation inhibition. Purified CSN, SCF-Nedd8-OG deneddylation, fluorescence polarization. inhibition, % at 12.5 µM. 360,000 compounds, 0.38% hits. AID 651999;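 active = pattern-corrected inhibition above about 35%, with an unprinted fluorescence ratio check between 0.5 and 1.5, limit read from the data, passing the limit was not always enough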;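 note: 0% = enzyme with substrate and 100% = substrate without enzyme; some results filed as inactive read as strong as hits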
# Target sequence (Q92905 whole entry, looked up, one chain of several): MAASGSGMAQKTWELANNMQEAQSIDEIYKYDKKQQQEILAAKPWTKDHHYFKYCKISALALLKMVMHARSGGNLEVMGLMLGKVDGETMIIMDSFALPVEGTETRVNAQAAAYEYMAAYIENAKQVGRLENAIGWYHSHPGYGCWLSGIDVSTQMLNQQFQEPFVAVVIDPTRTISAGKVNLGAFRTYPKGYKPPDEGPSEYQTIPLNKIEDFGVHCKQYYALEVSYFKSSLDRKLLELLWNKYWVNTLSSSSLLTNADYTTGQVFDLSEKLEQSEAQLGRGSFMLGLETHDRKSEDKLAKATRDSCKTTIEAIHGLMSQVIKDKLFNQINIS
#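 assay system = purified human Csn5 enzyme expressed in HEK293T cells | amount = 0.24 nM enzyme | buffer or medium = Tris/NaCl/DTT buffer, pH 7.5 | reagent = 10 nM SCFSkp2-Nedd8OG | compound = one concentration, 12.5 µM, 0.25% DMSO | times = 90 min reaction at room temperature | signal = FP | read-out basis = % inhibition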
# NadD inh: blocks S. aureus nicotinate mononucleotide adenylyltransferase. inhibition, % at 20 µM. 360,000 compounds, 0.78% hits. purified NadD enzyme, colorimetric absorbance read-out. AID 602399; in the data active = inhibition above about 26%; note: some compounds past the cut are filed as inactive
# SUMO1 PPI mod: SUMO1-SIM interaction modulation; P63165; SUMO1 binding to a labelled peptide, TR-FRET, 1 h; inhibition, % at 20 µM; 360,000 compounds, 0.33% hits; in the data active = inhibition above about 37%
# Rpn11 block: inhibitors of human proteasome Rpn11; O00487; human 26S proteasome, Ub4-pepOG fluorescence polarization; 20S core pre-blocked with epoxomicin; calls only at 20 µM; 360,000 compounds, 0.59% hits; AID 588493;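 active = inhibition at 20 µM, scaled to each plate's controls, above about 33%, limit read from the data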
# * hit, by the source's call; i = inactive; / = not tested or not shown.
SMILES,Scp1 inh,Neddyl block,STEP inh,Rin1 Abl inh,DNMT1 inh,LMPTP block,CSN deneddyl inh,NadD inh,SUMO1 PPI mod,Rpn11 block
CC(=O)c1cccc(NC(=O)c2ccc(CN3CCc4ccccc4C3)cc2)c1,3,i,-6,0,-3,0.1,3,-21,1,i
Cc1cc(C)nc(Nc2n[nH]c(C)n2)n1,-6,i,2,1,-2,-3.9,-1,-4,3,i
CC(=O)N1N=C(c2ccc(NS(=O)(=O)c3ccccc3)cc2)CC1c1ccco1 (stereo not drawn),-1,i,-3,1,-4,-0.2,-1,-4,-12,i
COCCn1cc(C(=O)NCCCN2CCC(C)CC2)c2c3ccccc3n(C)c2c1=O,-4,i,-1,-2,0,-0.3,-3,-2,-5,i
NCCCCCc1nnc(SCc2cccc(Cl)c2)o1,-7,i,-1,-5,-1,-2.0,0,-6,-3,i
CC1CCCCN1CCCNc1ccc(C(CC(N)=O)NC(=O)Cc2cccc3ccccc23)cc1[N+](=O)[O-] (stereo not drawn),-8,i,1,-4,-1,0.5,2,-8,-28,i
COc1ccc(CNc2oc(-c3cccc4ccccc34)nc2P(=O)(OC)OC)cc1,-13,/,0,3,-2,3.7,9,-10,-3,i
COc1ccc(OC)c(C2C3=C(CC(C)(C)CC3=O)Nc3nnnn32)c1 (stereo not drawn),6,i,-5,2,10,-2.2,-8,1,0,i
CCOc1ccc(C=Nc2cccc3ncccc23)cc1,-7,i,0,-5,-2,10,-7,-1,-9,i
Cc1nc(C)c(-c2ccc(SCc3ccc(Cl)cc3)nn2)s1,-1,i,6,-5,-4,3.7,0,-1,-4,i
COc1cccc(CN(C)C(=O)CSCC(=O)Nc2cc(C)on2)c1OC,-9,i,-2,2,-1,-8.5,-4,2,-52,i
O=C1[C@H]2[C@H](C=CC[C@H]2C(=O)N2CCN(c3ccccc3)CC2)CCN1Cc1ccccc1,4,i,0,4,1,-0.5,-6,4,5,i
C[C@@H]1CN([C@H](C)CO)C(=O)CCCn2cc(nn2)CO[C@H]1CN(C)C(=O)c1cc(-c2ccccc2)on1,/,i,0,-5,5,-2.0,-3,4,7,i
CCCn1c(SCC(=O)N2c3ccccc3Sc3ccccc32)nc2ccccc21,-1,i,1,2,-8,7.9,2,13,1,i
Cc1cc(C)cc(NC(=O)CCN2CCCC2)c1,-11,i,0,3,1,1.2,-1,-6,-1,i
COc1cc(OC)cc(C(=O)NCC(=O)OCC(=O)NC(C)(C)C)c1,0,i,-3,0,3,-0.6,-3,2,-1,i
CCCC(=O)NC(=S)Nc1cccc(NC(=O)c2ccccc2Cl)c1,-7,i,-1,-1,-2,0.2,0,1,1,i
COc1ccccc1NS(=O)(=O)c1cccc(NC(=O)c2sc3ccccc3c2Cl)c1,-10,i,-1,-4,2,1.8,-1,1,0,i
COc1ccccc1N1C(=O)C2C(c3ccccc3F)NN(C(=O)c3ccc(C)cc3)C2C1=O (stereo not drawn),-7,i,2,1,1,-0.5,-4,6,8,i
O=C(Nc1ccc(C(=O)N2CCOCC2)cc1)c1cc(-c2cccnc2)nc2ccc(Cl)cc12,3,i,-2,-2,-4,0.7,5,-2,-13,i
CCc1nc2c(OCc3ccc(C(F)(F)F)cc3)cccn2c1N(C)C(=O)C1CC1,/,i,2,4,-1,0.8,-2,-1,5,i
COc1cc(OC)cc(C(=O)NC2CCSc3ccccc32)c1 (stereo not drawn),-5,i,-1,0,0,0.3,3,-7,-1,i
O=C(CSC1=NS(=O)(=O)c2cc(F)ccc2N1)Nc1cccc(F)c1,-9,i,-2,1,0,0.6,0,0,1,i
O=C(Nc1cc(C(F)(F)F)ccc1N1CCOCC1)c1ccncc1,-5,i,6,3,-6,-1.4,-8,-2,2,i
CC1=C(C(=O)OC(C)C)C(c2ccccc2)NC(=O)N1C (stereo not drawn),-8,i,-2,1,1,-1.3,6,-5,3,i
O=[N+]([O-])c1cccc(-c2cn3ccccc3n2)c1,-4,i,0,-2,5,0.7,6,0,-22,i
O=C(NCc1ccco1)Nc1ccccc1Cl,-8,i,3,1,-1,-1.3,-5,-2,3,i
COc1ccc(NC(C)=O)c2nc(C)c(C)nc12,-6,i,2,-3,13,-0.4,-5,-5,-6,i
COc1ccc(CN2CCN(Cc3ccccc3F)CC2)c(OC)c1,-12,i,0,3,-1,-3.5,0,-10,2,i
COc1ccccc1C(=O)N1CCN(Cc2cccnc2)CC1,-9,i,0,-3,0,-2.8,-3,1,2,i
C#CCCOC(=O)Nc1ccccc1,-14,i,-1,-1,0,-0.3,0,-2,1,i
CC(NS(=O)(=O)c1ccc(Cl)c(Cl)c1)C(=O)OCC(=O)Nc1ccc2c(c1)OCO2 (stereo not drawn),-9,i,4,-3,-5,1.2,-1,-14,-2,i
CCOc1cc(N2CCOCC2)c(OCC)cc1NC(=O)CSc1ncccc1C(=O)O,1,i,0,0,-7,0.3,7,1,1,i
Cc1cc(Br)ccc1OCCCCN1CCCCC1,-3,i,4,0,7,0.5,4,-2,1,i
O=C(O)CN1C(=O)C2C3CC(C2C1=O)C1C(c2ccc(Cl)cc2)c2sc(=O)[nH]c2SC31 (stereo not drawn),-2,i,3,-1,-2,-1.2,0,-1,1,i
CCn1c(SCC(=O)N/N=C/C=C\c2ccccc2[N+](=O)[O-])nnc1-c1ccccc1,-2,i,0,-3,1,0.0,5,0,-24,i
CCOC(=O)c1c(-c2cccs2)csc1NC(=O)CN1CC(C)OC(C)C1 (stereo not drawn),-5,i,6,4,3,1.9,3,2,-1,i
CC(C)CNC(=O)NC(=O)COc1ccc(C=O)cc1,0,i,-1,0,3,-1.3,-3,-1,1,i
Cc1nnc(SCC(=O)NC2CC2)n1-c1ccccc1,13,i,2,1,1,-2.2,4,-3,-1,i
CCOC(=O)c1c(-c2ccc(C)cc2)csc1/N=C(\C)C1=C(O)c2ccccc2C1=O,-7,i,2,-2,-3,2.4,1,-6,-1,i
COc1ccc(CNc2ccc(N3CCOCC3)cc2)cc1,-6,i,2,2,1,-1.7,2,-9,0,i
Nc1ncnc(NCc2ccccc2)c1[N+](=O)[O-],-3,i,-2,2,0,-0.8,0,-1,-17,i
COc1ccc(N2CCN(C(=O)c3ccc(CS(=O)Cc4ccc(C)cc4)o3)CC2)cc1 (stereo not drawn),4,i,-2,-4,-1,-0.3,3,3,-5,i
CCOC(=O)Cc1csc(NC(=O)COc2ccc3c(c2)CCC3)n1,-6,i,3,1,0,1.5,-5,-4,4,i
COc1ccc(NC2CCCN(C(=O)CCN3CCCC3=O)C2)cc1 (stereo not drawn),-7,i,2,3,-2,3.5,0,4,-3,i
COc1cc2oc(=O)c3c(c2cc1OCC(=O)c1c(C)n(C)c2ccccc12)CCCC3,2,i,-2,1,-3,0.3,3,0,0,i
CC(C)CSc1n[nH]c(N)n1,-5,i,-2,-1,0,0.0,2,3,1,i
Cc1ccc(S(=O)(=O)N2CCCCC2)cc1NC(=O)CCN1C(=O)C2CC=CCC2C1=O (stereo not drawn),-5,i,0,4,-1,-1.6,-5,-3,0,i
Cn1cccc1/C=C1\CC(C(C)(C)C)C/C(=C\c2cccn2C)C1=O (stereo not drawn),-4,i,-29,1,0,1.1,97*,-1,-26,/
COc1ccc(CCNC(=O)CN2C(=O)COc3ccc(S(=O)(=O)N4CCOCC4)cc32)c(OC)c1,-2,i,0,3,-2,-0.9,-2,-2,1,i
COCc1ccc(CN2CCC(Oc3ccc(C(=O)NCc4ccccn4)cc3)CC2)o1,-7,i,1,0,0,-0.8,3,-1,1,i
Cc1csc(CN(C)C(=O)C2CCC(=O)N(Cc3ccc(Cl)cc3)C2)n1 (stereo not drawn),-2,i,1,-1,0,0.3,3,-1,4,i
COc1ccc(-c2nc(SCc3ccccc3)n(C(=O)c3ccco3)n2)cc1,-9,i,3,0,4,2.2,-4,-12,3,i
O=C(CCNS(=O)(=O)c1ccccc1F)N1CCN(S(=O)(=O)c2cccc(F)c2)CC1,-3,i,0,0,0,-0.2,2,-3,3,i
CCOC(=O)c1c(C)[nH]c(C(=O)OCC(=O)NCc2ccc(C)cc2)c1C,-5,i,-4,0,37,-2.0,-2,-9,2,i
Cc1ccc(C)c(N2CCN(C(=O)CNS(=O)(=O)c3cccs3)CC2)c1,-5,i,1,-3,-3,-0.3,3,10,-5,i
O=c1c2ccccc2ncn1Cc1ccc2c(c1)OCO2,4,i,0,2,0,-1.2,8,0,5,i
C/C=C/c1ccc(OCCSc2nc(C)cc(=O)[nH]2)c(OC)c1,8,i,4,3,4,1.4,-6,-4,23,i
C=C(C)CNC(=S)Nc1nc2c(cc1C(=O)OCC)CCCC2,-3,i,6,-1,0,-0.7,-3,7,1,i
Cc1cc(C)nc(SCC(=O)N(C)CC(=O)Nc2ccccc2Br)n1,4,i,1,1,3,-1.4,-3,-7,1,i

# The results go on:
SMILES,Scp1 inh,Neddyl block,STEP inh,Rin1 Abl inh,DNMT1 inh,LMPTP block,CSN deneddyl inh,NadD inh,SUMO1 PPI mod,Rpn11 block
CN(C)CCN1CCN(C(c2ccnc3ccccc23)c2nnnn2-c2ccc3c(c2)OCCO3)CC1 (stereo not drawn),/,i,/,/,/,-0.1,-3,-2,-2,/
COc1ccc(C(=O)Nc2ccncc2)cc1[N+](=O)[O-],-1,i,0,0,3,0.2,2,-5,-27,i
NC(=O)CSc1cn(CCNC(=O)c2cccs2)c2ccccc12,-14,i,0,1,1,-1.2,-2,-2,1,i
CC(=O)c1sc(C(=O)O)c(-c2ccco2)c1-c1ccco1,59*,i,14,0,37,0.3,26,-2,-4,i

# Sorted by number of heavy atoms (highest first): part of the list above
SMILES,Scp1 inh,Neddyl block,STEP inh,Rin1 Abl inh,DNMT1 inh,LMPTP block,CSN deneddyl inh,NadD inh,SUMO1 PPI mod,Rpn11 block
C[C@@H]1CN([C@H](C)CO)C(=O)CCCn2cc(nn2)CO[C@H]1CN(C)C(=O)c1cc(-c2ccccc2)on1,/,i,0,-5,5,-2.0,-3,4,7,i
CCn1c(SCC(=O)N/N=C/C=C\c2ccccc2[N+](=O)[O-])nnc1-c1ccccc1,-2,i,0,-3,1,0.0,5,0,-24,i
Cc1csc(CN(C)C(=O)C2CCC(=O)N(Cc3ccc(Cl)cc3)C2)n1 (stereo not drawn),-2,i,1,-1,0,0.3,3,-1,4,i
O=C(Nc1cc(C(F)(F)F)ccc1N1CCOCC1)c1ccncc1,-5,i,6,3,-6,-1.4,-8,-2,2,i
COc1ccc(C(=O)Nc2ccncc2)cc1[N+](=O)[O-],-1,i,0,0,3,0.2,2,-5,-27,i
O=[N+]([O-])c1cccc(-c2cn3ccccc3n2)c1,-4,i,0,-2,5,0.7,6,0,-22,i
